PI5P4K alpha inh: blocks human PI5P4K alpha kinase activity. max response, %. P48426. AID 652105. 330,000 tested, 1.2% active. PI5P4Kalpha enzyme, ADP-Glo luminescence, 60 min; active compounds read low; active means max response of -50% or lower; inconclusive means between -30% and -50%; inactive means -30% or higher; further: value at the top dose of about 77 µM; on the % scale 0 is the no-effect control and ±100 the full control effect
Target sequence (P48426 whole entry, looked up): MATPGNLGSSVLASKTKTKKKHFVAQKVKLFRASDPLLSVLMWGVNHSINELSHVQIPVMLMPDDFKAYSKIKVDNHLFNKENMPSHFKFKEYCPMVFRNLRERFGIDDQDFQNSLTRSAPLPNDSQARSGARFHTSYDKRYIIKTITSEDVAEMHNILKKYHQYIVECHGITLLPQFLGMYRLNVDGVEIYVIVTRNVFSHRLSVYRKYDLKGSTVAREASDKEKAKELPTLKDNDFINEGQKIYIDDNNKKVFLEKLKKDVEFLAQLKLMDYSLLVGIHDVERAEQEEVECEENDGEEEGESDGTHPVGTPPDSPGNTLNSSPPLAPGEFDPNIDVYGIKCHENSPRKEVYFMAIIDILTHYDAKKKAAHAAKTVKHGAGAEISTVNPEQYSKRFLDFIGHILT
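PI5P4Kalpha ADP-Glo assay; 5 microM ATP final; 60 min RT reaction; HEPES pH 7.4/EGTA/CHAPS, 5% DMSO; controls lacking substrate or enzyme; luminescent end-point.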
CCT modulator: cytosolic chaperonin activity modulation | purified chaperonin ATPase assay, HTRF ADP detection, 30 min | activity change, % (test concentration not listed), hits read low | 360,000 tested, 0.3% active | AID 651819; in the data active means activity change below about -30%; further: on the % scale 0 is the no-effect control and ±100 the full control effect
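First, chaperonin was dispensed at 40 nM or 20 nM final depending on batch activity. Next, compounds were pinned at 76 uM and ATP added at 10 uM. After 30 min at 37 °C, ADP detection reagents ran 30 min at ambient temperature.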
PLK1 PBD block: inhibitors of human PLK1 polo-box domain binding; P53350; Plk1 PBD binding of FITC phosphopeptide, fluorescence polarization; Potency, µM, inactives show max response, negative = inhibition, hits mostly inhibitors; 360,000 tested, 2.8% active; further: potency means the concentration at half of the fitted maximal effect; series mostly up to about 57 µM; on the % scale 0 is the no-effect control and ±100 the full control effect; nearly all actives have a fitted effect of over 65% in size
Target sequence (P53350 whole entry, looked up, the tested form may be a part): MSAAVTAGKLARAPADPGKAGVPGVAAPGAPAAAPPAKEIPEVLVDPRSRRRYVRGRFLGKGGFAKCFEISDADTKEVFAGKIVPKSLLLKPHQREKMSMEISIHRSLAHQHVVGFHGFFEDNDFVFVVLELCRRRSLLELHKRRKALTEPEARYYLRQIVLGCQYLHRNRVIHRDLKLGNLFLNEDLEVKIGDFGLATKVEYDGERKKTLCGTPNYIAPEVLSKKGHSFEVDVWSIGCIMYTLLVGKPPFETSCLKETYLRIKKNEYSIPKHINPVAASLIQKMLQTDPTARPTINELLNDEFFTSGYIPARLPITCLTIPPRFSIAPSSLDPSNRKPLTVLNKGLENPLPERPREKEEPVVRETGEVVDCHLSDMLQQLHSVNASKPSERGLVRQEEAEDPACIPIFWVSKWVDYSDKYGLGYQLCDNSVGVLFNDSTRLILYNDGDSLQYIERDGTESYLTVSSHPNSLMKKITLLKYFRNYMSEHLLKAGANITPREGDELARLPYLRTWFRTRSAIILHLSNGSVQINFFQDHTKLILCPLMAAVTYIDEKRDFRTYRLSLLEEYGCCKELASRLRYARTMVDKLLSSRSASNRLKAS
EPAC2 antagonist: EPAC2 (human) antagonism. Q8WZA2. EPAC2 GEF exchange of Rap1B-BODIPY-GDP, fluorescence. Potency, µM (titrated, usually from 114 µM), for inactives: at the highest dose activity, negative = inhibition, actives largely listed as inhibitors. 360,000 tested, 0.18% active. AID 720708; further: potency means the concentration at half of the fitted maximal effect; on the % scale 0 is the no-effect control and ±100 the full control effect; nearly all actives have a fitted effect of over 45% in size; many of its hits are not listed in these tables
EPAC1 antag: EPAC1 (human) antagonism | Potency, µM (highest dose often 115 µM), for inactives: at the top dose activity change, negative = inhibition, most hits filed as inhibitors | O95398 | EPAC1 GEF assay, Rap1b-BODIPY-GDP exchange fluorescence | AID 720709 | 360,000 tested, 0.14% active;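 further: potency means the concentration at half of the fitted maximal effect; plate controls were vehicle for no effect and positive control for full effect; nearly all actives have a fitted effect of over 50% in size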
Mm-Cpn inhibitor: blocks the Methanococcus maripaludis chaperonin Mm-Cpn; purified Mm-Cpn ATPase, ADP Transcreener TR-FRET; Potency, µM (doses to about 76.9 µM), for inactives: at the highest dose activity, negative = inhibition, hits mostly inhibitors; AID 504842; 330,000 tested, 0.031% active; further: potency means the concentration at half of the fitted maximal effect; on the % scale 0 is the no-effect control and ±100 the full control effect; nearly all actives have a fitted effect of over 80% in size
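ATPase turnover read by TR-FRET ADP competition (Eu cryptate antibody/ADP-d2, 665/590 nm): 10uM ATP final, 25nM Mm-CPN final, 30 min 37degC after 10-min compound preincubation, pH 7.4 Tris/KCl/MgCl2/DTT buffer.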
WRN inhibitor: inhibitors of human WRN helicase; Potency, µM (highest dose often 114 µM), inactives show at the top dose activity change, negative = inhibition, hits mostly inhibitors; WRN helicase unwinding, fluorescent forked duplex, kinetic; 360,000 tested, 0.46% active; further: potency means the concentration at half of the fitted maximal effect; on the % scale 0 is the no-effect control and ±100 the full control effect; nearly all actives have a fitted effect of over 55% in size
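Fluorescence dequenching readout, ex 525 nm/em 598 nm, kinetic mode: forked duplex DNA (100 nM final) with adjacent fluorophore and quencher unwound by WRN (20 nM final) with 2 mM ATP. Compound preincubation 15 min, room temperature.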
EPAC1 agonist: agonists of human EPAC1. EPAC1 agonist qHTS, biochemical assay; response scale: 100% = response to 6.5 mM cAMP. Potency, µM (doses to about 154 µM), for the others: at the top dose activation, hits mostly activators. 360,000 tested, 0.073% active; further: potency means the concentration at half of the fitted maximal effect; nearly all actives have a fitted effect of over 60% in size
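Read-out is the fluorescence drop as BODIPY-GDP leaves Rap1B (480 nm excitation, 540 nm emission), recorded every 5 minutes over 30 minutes. Reactions held 100 nM EPAC1, 250 nM Rap1B–BODIPY-GDP and 50 uM GDP, with 6.5 mM cAMP setting full activation.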
The depositor's hits bear a star; ? = inconclusive; nt = no result given; [ ] = dose if it differs, or a comment. Unless noted, the call rests on the fitted dose curve; in most records, active means well fitted curve in the direction sought with a large enough effect; inconclusive means small, poorly fitted or top-dose-only effect, or another doubt; inactive means no such curve, though single readings can be large; an effect the other way counts as inactive or inconclusive.

SMILES	PI5P4K alpha inh	CCT modulator	PLK1 PBD block	EPAC2 antagonist	EPAC1 antag	Mm-Cpn inhibitor	WRN inhibitor	EPAC1 agonist
CC(=O)Nc1sc2c(c1C(N)=O)CCN(Cc1ccccc1)C2	0	0.3	-7%	-15%	-4%	-1%	-9%	8%
Cc1cc(C)nc(-n2nc(C)cc2NC(=O)c2cc3ccccc3oc2=O)n1	-4	-0.9	1%	3%	4%	nt	-7%	2%
Cc1cccnc1NC1(C(F)(F)F)N=C(c2ccccc2)NC1=O (centres undefined)	nt	-0.5	-1%	6%	0%	-1%	1%	-1%
CC(C)Cc1csc(NC(=O)C(C)C)c1C(=O)O	-13	-1.6	-4%	3%	2%	-2%	1%	16%
Cc1c(Br)c([N+](=O)[O-])nn1CC(=O)Nc1sc2c(c1C(=O)OC(C)C)CCCC2	nt	-0.2	19µM*	7%	8%	2%	5%	-6%
O=C(CNC(=O)c1ccc(Br)cc1)c1ccc(Br)cc1	7	-0.4	-5%	0%	11%	-5%	3%	18%
COCCNc1oc(/C=C/c2cccs2)nc1S(=O)(=O)c1ccccc1	7	2.0	-3%	8%	-2%	nt	-3%	19%
CC(=O)Nc1ccc(S(=O)(=O)Nc2nc3ccccc3nc2Sc2nncn2C)cc1	nt	-1.4	?	0%	6%	-6%	-8%	4%
O=C(c1ccco1)N1CCN(S(=O)(=O)c2ccc(C3CCCCC3)cc2)CC1	7	2.1	2%	-13%	-10%	0%	-6%[57.1 µM]	-1%
CC(NS(C)(=O)=O)C(c1cccs1)N1CCN(C)CC1 (centres undefined)	nt	-3.0	-7%	-4%	-15%	0%	-7%	8%
Cn1cnnc1SCCOc1ccc(Cl)cc1	-9	-4.2	-13%	6%	-10%	2%	4%	6%
COc1cc(OC)cc(C(=O)N2CCN(C3CCC(C)CC3)CC2)c1 (centres undefined)	-1	2.4	3%	1%	-3%	nt	-11%[57.1 µM]	-5%
CCn1cc(C(=O)N2CC=C(c3ccccc3)CC2)c(=O)c2ccc(C)nc21	nt	-3.3	-8%	-6%	1%	2%	-5%	7%
O=C(NCc1ccccc1F)c1ccc(S(=O)(=O)NCc2ccco2)cc1	7	2.9	2%	2%	-2%	1%	-1%	9%
COC(=O)c1nc2ccc(C)cn2c1F	9	-0.6	-9%	5%	-6%	-1%	-4%	6%

Single entries from the results shown:
Mm-Cpn inhibitor, `CC(NS(C)(=O)=O)C(c1cccs1)N1CCN(C)CC1` (centres undefined) reads 0%
CCT modulator, `O=C(NCc1ccccc1F)c1ccc(S(=O)(=O)NCc2ccco2)cc1` reads 2.9
WRN inhibitor, `Cn1cnnc1SCCOc1ccc(Cl)cc1` reads 4%

Returning to the listing; the 2 compounds before the break are reprinted first.
SMILES	PI5P4K alpha inh	CCT modulator	PLK1 PBD block	EPAC2 antagonist	EPAC1 antag	Mm-Cpn inhibitor	WRN inhibitor	EPAC1 agonist
O=C(NCc1ccccc1F)c1ccc(S(=O)(=O)NCc2ccco2)cc1	7	2.9	2%	2%	-2%	1%	-1%	9%
COC(=O)c1nc2ccc(C)cn2c1F	9	-0.6	-9%	5%	-6%	-1%	-4%	6%
O=c1cc2c(nn1Cc1cccc(Cl)c1)-c1ccccc1CC2	14	-1.7	-7%	-5%	-1%	-3%	-2%	16%
CCOC(=O)c1cc(S(=O)(=O)N2CCN(C3CCCCC3)CC2)cn1C	2	-1.7	-5%	7%	-1%	2%	-3%	-3%
CCOC(=O)c1c(C)n(C)c2cc([N+](=O)[O-])c(O)c([N+](=O)[O-])c12	-6	-0.6	21µM*	-6%	4%	1%	7%	-1%
COc1c(C)cc(Br)cc1C(=O)Nc1ccccc1C	4	-5.6	-10%	-20%	-9%	-5%	6%	-1%
CCn1nnc(C(=O)O)c1C(=O)O	nt	-4.8	-8%	-2%	4%	1%	1%	4%
CC(C)Oc1ccc(C2CC(=O)N(c3cccc(C(=O)O)c3)C2=O)cc1 (centres undefined)	nt	-3.0	-3%	0%	-1%	-1%	1%	6%
CC(O)CNc1nc2c(c(=O)n(Cc3ccccc3)c(=O)n2C)n1C (centres undefined)	15	-2.4	-4%	4%	-2%	-1%	10%	3%
Cc1ccccc1S(=O)(=O)NC(=O)C1(C)CCN1C(=O)Cc1ccccc1Cl (centres undefined)	-3	1.3	-4%	-9%	-13%	nt	-4%	4%
Cc1cccc(NC(=O)C2CC(=O)N(c3ccccc3)C2)c1C (centres undefined)	1	-3.5	-4%	-6%	-1%	-2%	-24%[57.1 µM]	5%
COCCN=c1scc(C)n1/N=C/C1CC2C=CC1C2 (centres undefined)	2	3.1	-2%	10%	-13%	2%	5%	-9%
COCCn1nnnc1CN(CCc1ccccc1)Cc1cc2ccc(C)cc2[nH]c1=O	-5	-5.9	-6%	-1%	5%	-4%	2%	-1%
O=C(COc1ccc([N+](=O)[O-])cc1)NCCC1=CCCCC1	0	-0.8	1%	0%	1%	1%	-26%[57.1 µM]	-7%
O=C(O)c1ccc(N=NNc2cccc([N+](=O)[O-])c2)cc1	-53*	-1.2	-8%	-11%	-9%	0%	1%	-5%
CC(NS(=O)(=O)c1ccc2c(c1)CC(C)N2C(=O)C1CC1)c1ccccc1 (centres undefined)	1	-5.1	-5%	4%	-5%	0%	5%	-9%
CC(C(=O)OCC(=O)NC1CCCC1)N1C(=O)c2ccccc2C1=O (centres undefined)	-3	0.1	3%	3%	-1%	0%	-7%	-2%
O=C(c1ccc(F)cc1)C(C(=O)N1CCCCC1)n1ccccc1=O (centres undefined)	1	1.4	-9%	3%	2%	-7%	3%	-4%
COC(=O)c1ccc([N+](=O)[O-])c(CS(=O)(=O)c2ccc(Cl)cc2)c1	-3	-1.2	3%	-26%	3%	0%	1%	1%
Cc1cccc(C)c1NC(=O)C1(C)CSCC(=O)N1Cc1cccc(F)c1 (centres undefined)	5	nt	-6%	-8%	8%	nt	-1%	-1%
Cc1ccc2nc(NC(=O)CN3C(=O)NC4(CCCC4)C3=O)sc2c1	-1	-1.0	-5%	12%	-12%	3%	5%	-5%
Nc1cc(C(F)(F)F)cc([N+](=O)[O-])c1N	4	-1.5	5%	-12%	-9%	-4%	4%	-1%
C[C@H](CO)N1C[C@H](C)[C@@H](CN(C)C(=O)Nc2ccc(C(F)(F)F)cc2)Oc2ccc(NC(=O)Cc3ccccc3)cc2C1=O	13	-3.0	-1%	-3%	-6%	1%	1%	0%
O=C(Cn1cc2c(n1)CCCC2)N1CCOCC1	-1	-2.5	0%	7%	-7%	-4%	7%	-1%
COc1cc(NC(=O)Cn2c(-c3cncs3)nc3ccccc32)cc(OC)c1OC	nt	-0.6	1%	10%	7%	0%	4%	0%
Cc1n[nH]c(C)c1CN(C)C(=O)C1CCC(=O)N(CCc2cccc(F)c2)C1 (centres undefined)	1	0.5	-14%	6%	-1%	-1%	-1%	4%
CCC(C(=O)N1CCC(N2CCCCC2)CC1)n1nc(C)c2sc3ccccc3c2c1=O (centres undefined)	-5	-0.9	-14%	0%	?	-1%	6%	2%
C/C(Cn1nc([N+](=O)[O-])cc1C)=N\NC(=O)c1ccc(C(C)(C)C)cc1	-1	1.8	1%	-18%	0%	-3%	-15%	-10%
Nc1c(S(=O)(=O)c2ccccc2)nnn1-c1ccccc1	1	-0.2	-3%	5%	-2%	1%	4%	-3%
COC(=O)c1ccc(NC(=O)Cn2c([N+](=O)[O-])cnc2C)cc1	4	2.9	30µM*	-6%	-5%	1%	-12%	0%
CCN1CCN(c2nc3c(C)cccn3c(=O)c2/C=C(\C#N)C(=O)NC)CC1	14	0.2	-5%	0%	9%	0%	4%	-7%
Cc1cc(C)n2nc(-c3ccc(F)cc3)nc2n1	1	0.4	1%	-1%	-14%	1%	0%	-6%
O=C(NCc1ccco1)C1CCCCN1S(=O)(=O)c1ccc(F)cc1 (centres undefined)	0	-1.0	-3%	-5%[57.1 µM]	9%	1%	-5%	1%
CC(=O)OCC(=O)NCc1ccc2c(c1)OCO2	5	-0.7	-8%	8%	-13%	0%	3%	5%
CCOc1ccc(-c2nnc(-c3ccncc3)o2)cc1OCC	1	-3.8	-6%	-5%	-21%	0%	16%	-1%
O=C(CN1C(=O)c2ccccc2S1(=O)=O)NC1CCCCCC1	2	-3.5	-2%	-8%	0%	0%	4%	-16%
O=C1C(Cc2c[nH]c3ccccc23)NC(=S)N1Cc1ccccc1 (centres undefined)	3	-4.1	-15%	-12%	-29%	-1%[15.4 µM]	-27%	-1%
Cc1ccccc1CSc1nnc(CCCCCNC(=O)OC(C)(C)C)o1	2	-29	-1%	-15%	0%	-1%	1%	3%
CN(C)CCCN(C(=O)CCc1ccccc1)c1nc2ccc(Br)cc2s1	7	-1.5	-9%	-23%	-23%	2%	10%	5%
C=CCn1c(C)cc(C(=O)CSc2nc(N)cc(N)n2)c1C	2	1.5	-12%	-7%	2%	1%	-2%	12%
Cc1ccccc1CC(=O)N1CCCC1	-5	-2.8	-13%	-2%	-4%	2%	6%	14%
CC1=C(C(=O)N(C(C)C)C(C)C)CC(CC(=O)NCCN2CCOCC2)C(=O)N1CCC1=CCCCC1 (centres undefined)	0	0.6	-5%	7%	-5%	nt	-7%	13%
O=S(=O)(c1ccc(OC(F)(F)F)cc1)N1CCCC(c2ccccc2)C1 (centres undefined)	-1	0.1	-8%	5%	-7%	-2%	-2%	-9%
CCOc1ccc(OCCNC(=O)c2cc(C3CC3)nc3c2cnn3C(C)C)cc1	16	-2.3	-12%	-26%	-17%	0%	-11%	10%
CCOC(=O)C1=C(COC(=O)[C@H](C)NS(=O)(=O)c2ccc(NC(C)=O)cc2)NC(=O)NC1C (some centres undefined)	-3	-2.5	-2%	1%	-8%	-3%	-6%	-7%
COc1cccc(NC(=O)c2ccncc2)c1	0	0.9	-6%	7%	7%	0%	7%	1%
Cc1ccc(S(=O)(=O)N2CCC(C(=O)N[C@H](C(=O)NCC3CCCO3)C(C)C)CC2)cc1 (some centres undefined)	nt	-1.2	-5%	3%	1%	-1%	12%	3%
Cc1[nH]c(=O)c(C#N)cc1-c1ccncc1	-4	-2.1	-14%	12%	7%	0%	4%	-11%
O=C(CSc1nc2ccccc2o1)Nc1ccc(Cl)cc1	0	1.0	-1%	-7%	-4%	2%	-5%	12%
CCOC(=O)/C=c1/s/c(=C/c2ccc3cc(OC)ccc3c2)c(=O)n1CC(=O)NCC1CCCO1 (centres undefined)	1	-1.0	3%	19%	11%	nt	6%	11%

An excerpt; count on the stated rates, not on these rows.
